# Assay outcomes (PubChem)
# mIDH1 inhibitor: qHTS for Inhibitors of mutant isocitrate dehydrogenase 1 (IDH1): qHTS; Potency, µM (titrated, usually from 76.6 µM), for the others: at the highest dose activity change, negative = inhibition, actives largely listed as inhibitors; IDH1-R132H enzyme, NADPH consumption, diaphorase/resazurin fluorescence; actives 0.093% (n = 390,000); Isocitrate dehydrogenase [NADP] cytoplasmic (Homo sapiens), O75874; further: potency means the concentration at half of the fitted maximal effect; on the % scale 0 is the no-effect control and ±100 the full control effect; nearly all actives have a fitted effect of over 65% in size
#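 IDH1-R132H (0.5 ug/mL dispensed) in pH 7.5 Tris buffer was preincubated 30 min with compound, then given a substrate mix of 0.016 mM NADPH and 2 mM alpha-KG for 80 min at room temperature; remaining NADPH was read by diaphorase/resazurin fluorescence.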
# TRHR enhancer: qHTS for Small Molecule Agonists and Allosteric Enhancers of Human TRH Receptor: Primary Screen for Enhancers; Thyrotropin-releasing hormone receptor (Homo sapiens), P34981; TRHR cells, fluo-8 calcium fluorescence, EC20 TRH enhancement; enhancement, % at 2 µM; actives 0.66% (n = 360,000); AID 493056, 2011; in the data active means enhancement above about 30%; further: 0% is about no effect
# Target sequence (P34981 whole entry, looked up): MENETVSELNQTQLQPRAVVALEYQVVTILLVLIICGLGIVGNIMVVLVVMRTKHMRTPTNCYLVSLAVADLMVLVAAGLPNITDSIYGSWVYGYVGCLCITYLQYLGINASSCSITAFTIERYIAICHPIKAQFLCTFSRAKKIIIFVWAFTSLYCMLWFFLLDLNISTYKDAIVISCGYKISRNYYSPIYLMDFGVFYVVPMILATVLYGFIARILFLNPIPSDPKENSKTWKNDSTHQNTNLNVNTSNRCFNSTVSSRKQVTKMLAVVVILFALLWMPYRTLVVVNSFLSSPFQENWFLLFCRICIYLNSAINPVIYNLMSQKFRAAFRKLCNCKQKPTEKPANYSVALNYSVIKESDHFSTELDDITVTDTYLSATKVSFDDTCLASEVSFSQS
#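 Enhancer read-out: after compound pinning and an initial kinetic agonist-mode read, an EC20 of TRH (10 nM final) was injected and fluo-8 calcium signal (Ex 480/Em 530) followed at 1 s/cycle for 100 cycles in TRHR-expressing cells.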
# PI4K2A inh: qHTS for small molecular inhibitors of PI4K2A. Phosphatidylinositol 4-kinase type 2-alpha (Homo sapiens), Q9BTU6. purified PI4K2A, ADP-Glo luminescence, 1 h; stronger effect = lower value. activity change, negative = inhibition, % at 76.9 µM. actives 0.13% (n = 420,000). AID 1346378, 2018; in the data active means activity change below about -50%; inconclusive means mostly about -30% to -49%;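 further: -100% = wells without enzyme as full effect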
# Target sequence (Q9BTU6 whole entry, looked up): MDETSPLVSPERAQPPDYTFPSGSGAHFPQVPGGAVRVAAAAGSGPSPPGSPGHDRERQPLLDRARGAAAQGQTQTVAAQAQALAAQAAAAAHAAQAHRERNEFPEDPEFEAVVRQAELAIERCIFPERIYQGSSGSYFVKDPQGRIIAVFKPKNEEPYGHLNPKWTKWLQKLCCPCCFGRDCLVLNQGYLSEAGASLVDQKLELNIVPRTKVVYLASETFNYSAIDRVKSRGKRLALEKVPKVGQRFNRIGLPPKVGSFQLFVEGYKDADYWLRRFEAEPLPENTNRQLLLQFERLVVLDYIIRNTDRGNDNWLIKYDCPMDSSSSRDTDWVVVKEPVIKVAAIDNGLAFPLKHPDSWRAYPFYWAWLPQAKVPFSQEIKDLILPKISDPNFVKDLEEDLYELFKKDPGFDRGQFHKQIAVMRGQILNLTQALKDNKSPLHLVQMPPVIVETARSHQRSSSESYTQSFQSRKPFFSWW
#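 In this quantitative HTS, ADP production by PI4K2A was quantified luminescently after 1 h at ambient temperature; 100 microM adenosine served as plate-quality control.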
# TRHR ag: qHTS for Small Molecule Agonists and Allosteric Enhancers of Human TRH Receptor: Primary Screen for Agonists | TRHR cells, calcium flux fluo-8, FDSS agonist mode | actives 0.18% (n = 360,000) | Thyrotropin-releasing hormone receptor (Homo sapiens), P34981 | activation, % at 2 µM | AID 493084, 2011; in the data active means activation above about 30%; further: 0% is about no effect
#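 Read-out: compound-evoked intracellular calcium rise in TRHR cells, fluo-8 dye, kinetic FDSS fluorescence at 1 s/cycle following a 10-cycle baseline. Cells cultured overnight before dye loading (30 min–1.5 h, RT).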
# TrxR1 substrate: qHTS Assay for Substrates of Mammalian Selenoprotein Thioredoxin Reductase 1 (TrxR1): qHTS; Thioredoxin reductase 1, cytoplasmic (Rattus norvegicus), O89049; purified TrxR1 substrate turnover, NADPH consumption readout; Potency, µM (doses to about 114 µM), inactives show at the top dose activity change, negative = substrate turnover; actives 0.01% (n = 390,000); AID 588456, 2011; further: potency means the concentration at half of the fitted maximal effect; on the % scale 0 is the no-effect control and ±100 the full control effect; nearly all actives have a fitted effect of over 50% in size
#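 Rat TrxR1, dispensed at 90 nM, was prereduced with 400 uM NADPH (final) for 5 min at ~22 deg C, then incubated with compound 15 min before 400 uM selenite. A first-read NADPH fluorescence drop versus no-compound background flagged substrates.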
# TrxR1 inh: qHTS Assay for Inhibitors of Mammalian Selenoprotein Thioredoxin Reductase 1 (TrxR1): qHTS; Thioredoxin reductase 1, cytoplasmic (Rattus norvegicus), O89049; recombinant rTrxR1, NADPH fluorescence consumption, selenite substrate; Potency, µM (highest dose often 114 µM), without a hit: top-dose activity change, negative = inhibition, usual class: inhibitors; actives 1% (n = 390,000); further: potency means the concentration at half of the fitted maximal effect; on the % scale 0 is the no-effect control and ±100 the full control effect; nearly all actives have a fitted effect of over 65% in size
#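 Rat TrxR1 (90 nM in the dispensed reagent) was pre-reduced with 400 uM NADPH for 5 min at room temperature, then incubated with compound for 15 min. After 400 uM selenite was added, NADPH fluorescence (Ex 340/Em 450 nm) was followed for 8 min.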
# D2 antag: HTS Assay for Allosteric Antagonists of the Human D2 Dopamine Receptor: Primary Screen for Antagonists; D(2) dopamine receptor (Homo sapiens), P14416; HEK293 TREx D2 cells, calcium flux, dopamine EC80; inhibition, % at 10 µM; actives 2% (n = 340,000); AID 485344, 2010; in the data active means inhibition above about 30%; further: 0% is about no effect
#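 Overnight-induced (tetracycline, 30 C) HEK293 T-REx cells carrying force-coupled D2 receive a no-wash calcium dye, then compound, then EC80 dopamine at 180 s; signals are read kinetically throughout.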
# USP1-UAF1 inh: Inhibitors of USP1/UAF1: Primary Screen; Ubiquitin carboxyl-terminal hydrolase 1 (Homo sapiens), O94782; recombinant USP1/UAF1, Ub-Rhodamine cleavage fluorescence; Potency, µM (highest dose often 57.1 µM), for inactives: at the top dose activity change, negative = inhibition, hits mostly inhibitors; actives 0.23% (n = 390,000); AID 743255, 2014; further: potency means the concentration at half of the fitted maximal effect; on the % scale 0 is the no-effect control and ±100 the full control effect; nearly all actives have a fitted effect of over 60% in size; inactives centre near -12
#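 1 nM enzyme complex + cpd, 15 min RT; start with Ub-Rho 150nM final; kinetic fluorescence ex 480/em 540, 6 reads q60 s. Buffer 50mM HEPES pH 7.8, 0.5mM EDTA, 0.1 mg/ml BSA, 1mM TCEP, 0.01% Tween-20.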
# D2 agonist: HTS Assay for Allosteric Agonists of the Human D2 Dopamine Receptor: Primary Screen for Agonists. D(2) dopamine receptor (Homo sapiens), P14416. HEK293 T-REx D2 cells, calcium flux agonist mode. activation, % at 2 µM. actives 0.53% (n = 340,000);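 active means activation over 3 SD above normal in the single-dose calcium agonist read, cut at about 30% in these data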; further: 0% is about no effect
#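 In this primary screen, compounds producing a positive calcium signal within 180 s of addition to tetracycline-induced, force-coupled HEK293 Trex D2 cells are flagged; cells are dye-loaded with a no-wash calcium kit beforehand.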
# * = called active by the depositor; ? = inconclusive; . = no result given; [ ] = another dose, or the depositor's remark. Unless noted, the call rests on the fitted dose curve; in most records, active means well fitted inhibition curve with a large enough effect; inconclusive means small, poorly fitted or top-dose-only effect; inactive means no such curve, though single readings can be large or run the other way.
# Values run as follows: mIDH1 inhibitor, TRHR enhancer, PI4K2A inh, TRHR ag, TrxR1 substrate, TrxR1 inh, D2 antag, USP1-UAF1 inh, D2 agonist
- Cc1ccccc1OCC(=O)N1CCC(c2nc3ccccc3s2)CC1
  -8%, 3, -7, 0.1, -10%, 5%, ., ?, -0.2
- CC1(C)Cc2c(sc3[nH]c(=S)n(Cc4ccco4)c(=O)c23)CO1
  4%, -1, -1, -0.2, -3%, 50µM*, 4, -22%, -0.1
- CCOc1ccccc1NC(=O)COC(=O)CC(NC(N)=O)c1ccc(Cl)cc1 (stereo unspecified)
  2%, 6, 2, 0.0, 6%[57.1 µM], 8%[57.1 µM], -4, -16%, 0.1
- C/C(=N\NC(=O)C1CCCN(S(=O)(=O)c2ccccc2)C1)c1cccnc1 (stereo unspecified)
  3%, 3, -3, 0.0, -4%, 0%, -25, -7%, -1.1
- Cc1cc(C(F)(F)F)nn1CC(=O)N1CCCC1
  2%, 0, -7, 0.3, 12%[57.1 µM], 40%[57.1 µM], -4, -11%, 0.4
- CC(C)c1csc(CN2CCC(CO)(Cc3ccccc3)CC2)n1
  1%, -8, 1, -0.4, 2%[57.1 µM], 5%[57.1 µM], 0, -22%, 0.2
- CCOC(=O)[C@H]1[C@H]2COc3cc(OC)ccc3[C@@H]2N2C(=O)CN(CCc3c[nH]c4ccccc34)C(=O)[C@@]12C
  2%, 1, -4, 0.5, 2%[57.1 µM], 0%[57.1 µM], 6, -17%, 3.2
- O=C(N/N=C1/C(=O)c2cccc3cccc1c23)c1ccc(Cl)cc1
  3%, -4, 0, 1.5, -2%, -6%, 1, ?, 6.1
- COc1ccc(CCNC(=O)c2nc3ncccn3n2)cc1OC
  -1%, -3, 0, 0.0, -2%, -10%, ., -7%, .
- Cc1ccc2nc(Nc3nc(CSc4nnnn4-c4ccccc4)cc(=O)[nH]3)nc(C)c2c1
  1%, -5, 8, -1.1, 0%, 5%, -5, -13%, 0.6

# Continued:
# Values run as follows: mIDH1 inhibitor, TRHR enhancer, PI4K2A inh, TRHR ag, TrxR1 substrate, TrxR1 inh, D2 antag, USP1-UAF1 inh, D2 agonist
- O/N=C1\CCCc2nnc3c(c21)CCCC3
  4%, -5, -7, 0.1, 1%, -12%, -3, -26%, 0.5
- CC(=O)c1c(C)nc2ccc(C)cc2c1-c1ccccc1
  3%, -8, 7, -0.3, 2%[57.1 µM], 10%[57.1 µM], 6, -1%, 0.7
- CC1CC(=S)Nc2ccccc2N1Cc1ccccc1 (stereo unspecified)
  8%, -3, 2, -0.6, -2%, -3%, -7, -5%, 1.5
- Cc1cccc(N2CCN(Cc3nc(-c4ccccc4Cl)oc3C)CC2)n1
  18%, -5, -3, 0.4, 5%, 0%, 40*, -24%, 1.7
- COC(=O)CN1C(=O)COc2ccc(Cl)cc21
  -11%, 5, -2, 0.1, -5%, 9%, -9, -7%, 0.0
- O=C(NCC(=O)N1CCC2(CC1)NCCc1[nH]cnc12)c1ccc(Br)cc1
  1%, -2, 1, 0.7, -1%, 4%, -1, -5%, -0.1
- COc1cc(NC(=O)CSc2nc(C)cc(C)n2)cc(OC)c1OC
  5%, 3, -4, 0.2, 9%[57.1 µM], 9%[57.1 µM], -14, -33%, 0.4
- O=C(N/N=C/c1cc([N+](=O)[O-])ccc1O)/C(=C\c1cccs1)NC(=O)c1ccccc1
  -8%, 4, -1, 0.1, -3%[57.1 µM], 7%[57.1 µM], -10, -17%, 0.6
- Cc1cc(C)cc(NC(=O)Nc2cccs2)c1
  ., 2, -1, 0.2, -1%, -8%, ., -7%, .
- CCN1CCN(C(=O)c2nn(-c3ccc(OC)cc3)c(=O)c3c2c2ccccc2n3C)CC1
  -2%, -10, -1, 0.0, -2%, 7%, 5, 2%, 1.9

# Next section:
# Values run as follows: mIDH1 inhibitor, TRHR enhancer, PI4K2A inh, TRHR ag, TrxR1 substrate, TrxR1 inh, D2 antag, USP1-UAF1 inh, D2 agonist
- COc1ccc(OCCC(=O)OCC(=O)Nc2cccc(Br)c2)cc1
  1%, 2, 1, -0.6, -2%[57.1 µM], -9%[57.1 µM], -5, -10%, 0.5
- CCCNC(=O)Cn1ncc2c3ccccc3n(CCC)c2c1=O
  22%, -2, -4, -1.3, 21%, -3%, ., -4%, -3.1
- COc1ccc(-c2cc(=O)[nH]c(N3CCN(Cc4ccccc4)CC3)n2)cc1
  5%, 1, -9, -0.4, 6%[57.1 µM], 23%[57.1 µM], -26, -8%, -0.6
- O=C(NC(=S)Nc1ccccc1Br)C1CC1
  16%, ., 2, ., -1%, ?, ., -6%, .
- COc1ccc(NCc2nc3ccccc3n2CCOc2ccccc2C)cc1
  7%, -5, 1, -0.4, 3%, 10%, ., -11%, -0.5
- CCn1c(SCC(=O)c2c(N)n(C3CC3)c(=O)[nH]c2=O)nnc1-c1ccoc1C
  0%, -8, -2, 0.7, 6%, 4%, 10, -22%, 1.0
- O=C(OCC(=O)N1CCC(Cc2ccccc2)CC1)c1ccccc1F
  -12%, 1, -8, 0.4, -4%, 16%, -3, -13%, 0.1
- Cc1cc(S(=O)(=O)Nc2ccc(C(=O)NCCCN3CCOCC3)cc2)ccc1F
  7%, -5, -6, 0.0, 3%, 5%, 4, -7%, 0.7
- Nc1nc(SCC(=O)Nc2ccc3c(c2)CCC3)n[nH]1
  2%, 1, -8, -0.1, 7%[57.1 µM], -10%, 0, 0%, 0.9
- c1ccc(COC2CCCN(Cc3nc(-c4cnccn4)no3)C2)cc1 (stereo unspecified)
  1%, 2, -2, -0.1, -3%, -8%, 0, -7%, 1.0

# Next section.
# Values run as follows: mIDH1 inhibitor, TRHR enhancer, PI4K2A inh, TRHR ag, TrxR1 substrate, TrxR1 inh, D2 antag, USP1-UAF1 inh, D2 agonist
- Cc1ccc(CCNC(=O)C2CCN(S(=O)(=O)c3cccc4nsnc34)CC2)cc1
  3%, 0, -3, 0.0, 8%, 17%, 7, -15%, 0.8
- O=C(O)c1cc(S(=O)(=O)NCC2COc3ccccc3O2)ccc1Cl (stereo unspecified)
  5%, ., 0, ., 8%, 28%, ., -15%, .
- COc1ccc(S(=O)(=O)n2nc(C)c(S(=O)(=O)N3CCC(C)CC3)c2C)cc1C
  0%, 3, 1, -0.2, 6%[57.1 µM], 21%[57.1 µM], ., -21%, -0.1
- O=C1CC(c2ccc3c(c2)OCCO3)Oc2ccccc21 (stereo unspecified)
  -7%, -14, 4, 0.1, -12%, -18%, -13, -12%, -0.7
- CCCCC(CC)C(=O)Nc1ccc(S(=O)(=O)Nc2nccs2)cc1 (stereo unspecified)
  -21%, 5, -4, 0.6, 5%, 26%, -3, -5%, 1.0
- CCOc1cc(S(=O)(=O)NCc2cccnc2)c(C)cc1C
  14%, -4, -3, -0.1, 0%, -18%, -7, -13%, 0.9
- Cc1c(N(C(=O)c2cnccn2)C2(C(=O)NC3CCCC3)CCCCC2)c(=O)n(-c2ccccc2)n1C
  3%, 8, 12, 0.4, 9%[57.1 µM], 17%[57.1 µM], 1, -12%, -0.1
- O=S(=O)(c1cccs1)N1CCN(c2ncccn2)CC1
  4%, -1, -2, -0.2, 9%, 10%, -12, -3%, 1.1
- Cc1cccc(OCC(=O)NC2CCCCCC2)c1C
  0%, 2, -2, 2.9, -2%, 1%, -11, -3%, 0.8
- COc1ccccc1-c1c(C)nn2c(N3CCN(c4ccccc4OC)CC3)cc(C)nc12
  -2%, 2, -1, 0.7, 9%, 27%, 6, -12%, 0.0

# Additional compounds:
# Values run as follows: mIDH1 inhibitor, TRHR enhancer, PI4K2A inh, TRHR ag, TrxR1 substrate, TrxR1 inh, D2 antag, USP1-UAF1 inh, D2 agonist
- CCn1nc(NC(=O)c2ccccn2)c2cc3cc(C)ccc3nc21
  2%, 0, -2, -0.1, 12%[57.1 µM], 14%[57.1 µM], -2, -4%, -1.1
- COc1ccccc1CCC(=O)N(C)CC(=O)Nc1ccc(Cl)c(C(F)(F)F)c1
  0%, 3, 0, -0.7, -11%, -9%, -14, -6%, -0.5
- COC1=C/C(=C/c2c(N)n3nc(CC(=O)N4CCOCC4)sc3nc2=O)C=CC1=O
  3%, 3, -22, 16, -15%, -8%, 3, ?, 3.8
- CCOc1cc(N2CCOCC2)c(OCC)cc1NCC(=O)N1CCN(Cc2ccccc2)CC1
  6%, 9, -2, 3.1, -4%, 3%, -18, -21%, 1.7

# An excerpt from above in order of their number in TrxR1 substrate, descending:
canonical_smiles	TrxR1 substrate
CCOc1cc(N2CCOCC2)c(OCC)cc1NCC(=O)N1CCN(Cc2ccccc2)CC1	-4%
COc1ccccc1CCC(=O)N(C)CC(=O)Nc1ccc(Cl)c(C(F)(F)F)c1	-11%
COC1=C/C(=C/c2c(N)n3nc(CC(=O)N4CCOCC4)sc3nc2=O)C=CC1=O	-15%

# D2 antag, entries above that show a hit
smiles,mIDH1 inhibitor,TRHR enhancer,PI4K2A inh,TRHR ag,TrxR1 substrate,TrxR1 inh,D2 antag,USP1-UAF1 inh
Cc1cccc(N2CCN(Cc3nc(-c4ccccc4Cl)oc3C)CC2)n1,18%,-5,-3,0.4,5%,0%,40*,-24%
